# Screening data from PubChem BioAssay.
# LANA DNA inh = inhibitors of KSHV LANA C-terminal domain DNA binding | MBP-C-LANA/FAM-LBS DNA binding, fluorescence polarization | inhibition, % at 9 µM | 340,000 compounds, 0.078% hits | AID 504423;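 active = highest replicate inhibition at or above 60% at 9 µM, even if other replicates fall short; inactive = all replicates below 60% inhibition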;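 note: 0% = neutral control wells and 100% = 4 µM acridine orange control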
# DSG3 Ab inh = human desmoglein-3 autoantibody binding inhibition. 310,000 compounds, 0.48% hits. DSG3-coupled beads, scFv-anti-DSG3-GFP binding, flow cytometry; stronger effect = lower value. binding (percent of control), % at 10 µM. P32926;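 active = binding more than 3 SD below its plate's average and above zero; inconclusive = below that plate limit but binding exactly zero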;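 note: hits lower antibody fragment binding to DSG3; some compounds called inactive have numbers as strong as hits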
# OPRM1-OPRD1 ag = OPRM1-OPRD1 heterodimerization agonism | 340,000 compounds, 0.3% hits | P35372+P41143 | AID 504326 | cells, luminescence | activation, % at 9.3 µM; in the data active = activation above about 18%;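 note: 0% = vehicle-treated cells and 100% = reference agonist; values of inactives mirror those of a sister screen read the other way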
# Wnt bcat act = activates Wnt/beta-catenin signaling in a reporter cell assay; activation, % at 9.35 µM; 300,000 compounds, 1.2% hits; activator, plate reader; in the data active = activation above about 30%, passing the limit was not always enough; inconclusive = no clear call, values can overlap the other calls;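 note: 0% = neutral control wells and 100% = positive control wells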
# V-ATPase pHluor = yeast V-ATPase proton transport regulation by pHLuorin; AID 504577; response, % at 10 µM; S. cerevisiae, pHLuorin cytosolic pH fluorescence; 350,000 compounds, 0.37% hits; in the data active = response mostly above about 7.3%, no sharp cut-off; inactive = mostly below about 5.4%; note: actives read high; inactives centre near 0; some compounds called inactive have numbers as strong as hits; reference of the scale not given here
# MOR-DOR inv ag = mu-delta opioid heterodimer inverse agonism | inhibition, % at 9.3 µM | P35372+P41143 | cell-based MOR-DOR heterodimer luminescence | 340,000 compounds, 0.21% hits; in the data active = inhibition above about 22%, passing the limit was not always enough;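 note: 0% = cells with DMSO and 100% = wells without cells with DMSO; values of inactives mirror those of a sister screen read the other way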
# RTF Ca sens act = increases calcium sensitivity of human cardiac regulated thin filaments | P19429+P45379 | IANBD-labeled TnC RTF fluorescence at EC20 calcium; 0% EC20 calcium, 100% full calcium | activation, % at 7.2 µM | 340,000 compounds, 0.24% hits;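 active = activation above the mean over all tested compounds plus 3 SD, cut at about 30% in these data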;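 note: rise in fluorescence read as greater calcium sensitivity of cardiac thin filaments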
# Cardiac RTF inh = cardiac RTF calcium desensitization. AID 493244. IANBD-labeled cardiac RTF, Ca2+ fluorescence. inhibition, % at 7.15 µM. P19429+P45379. 340,000 compounds, 0.12% hits;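 active = inhibition above the mean inhibition of all tested compounds plus 3 SD, cut at about 17% in these data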;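 note: assay run at fixed EC70 calcium of 1.6 mM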
# Arrestin-AP2 inh = inhibitors of human beta-arrestin and AP2 interaction; FITC-arrestin peptide / GST-AP2 beads, flow cytometry; AP2 beta2 appendage carries R879A mutation; inhibition, % at 10 µM; 340,000 compounds, 0.31% hits;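 active = inhibition above a set limit, near 3 SD of compounds lacking own fluorescence, cut at about 54% in these data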;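 note: plate controls were DMSO wells for no effect and 5 µM unlabelled arrestin peptide for full effect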
#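 Measured by: flow cytometry, FL1 (488/535 nm); Material: AP2 appendage R879A on GSH beads; Evaluation: percent response; Timing: pre-incubation 12 min, peptide binding 1 h, room temperature; Also added: 50 nM FITC-arrestin peptide; Medium: PBS with 0.05% Tween 20 and 0.1% BSA.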
# Keap1 Nrf2 FP = disrupts human Keap1 binding to Nrf2 peptide. 340,000 compounds, 0.15% hits. inhibition, % at 9.4 µM. Keap1 Kelch-Nrf2 peptide fluorescence polarization, 1536-well. AID 504523; in the data active = inhibition above about 12%; inconclusive = no clear call, values can overlap the other calls; inactive = below about 7.3%;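 note: human Keap1 Kelch domain with fluorescein labeled Nrf2 9mer peptide probe; 0% = neutral control wells and 100% = peptide positive control; higher means more block of Keap1 binding to Nrf2 peptide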
# Target sequence (Q14145 whole entry, looked up, the tested form may be a part): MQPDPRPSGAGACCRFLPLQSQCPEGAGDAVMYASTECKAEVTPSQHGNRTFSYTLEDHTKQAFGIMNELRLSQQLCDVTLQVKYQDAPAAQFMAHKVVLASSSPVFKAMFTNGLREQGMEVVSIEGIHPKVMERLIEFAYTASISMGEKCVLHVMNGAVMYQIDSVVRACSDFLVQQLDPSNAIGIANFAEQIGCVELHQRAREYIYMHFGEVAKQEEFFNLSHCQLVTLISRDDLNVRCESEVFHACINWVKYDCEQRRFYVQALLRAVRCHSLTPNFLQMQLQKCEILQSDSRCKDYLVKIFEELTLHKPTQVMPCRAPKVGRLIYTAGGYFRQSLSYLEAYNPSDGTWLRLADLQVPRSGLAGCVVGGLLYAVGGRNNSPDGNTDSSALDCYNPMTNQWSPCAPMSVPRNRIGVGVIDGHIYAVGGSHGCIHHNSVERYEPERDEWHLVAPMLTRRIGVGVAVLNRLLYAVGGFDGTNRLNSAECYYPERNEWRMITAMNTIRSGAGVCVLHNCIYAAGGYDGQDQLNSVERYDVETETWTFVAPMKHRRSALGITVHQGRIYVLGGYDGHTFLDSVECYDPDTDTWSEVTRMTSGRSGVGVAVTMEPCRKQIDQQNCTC
# Numbers without * were called inactive; i = inactive; u = inconclusive; x = not tested or not shown. Random draw from the library; overall some 3.1% were active at least once.
SMILES,LANA DNA inh,DSG3 Ab inh,OPRM1-OPRD1 ag,Wnt bcat act,V-ATPase pHluor,MOR-DOR inv ag,RTF Ca sens act,Cardiac RTF inh,Arrestin-AP2 inh,Keap1 Nrf2 FP
CC(C)CN(C(=O)c1ccc(Br)o1)C1CCS(=O)(=O)C1 (centres undefined),-1.1,97,0.1,1,1,-1,3,-4,-2,1
CC(C)c1cc(C(=O)N2CCN(C(c3ccccc3)c3ccccc3)CC2)no1,1.1,x,5.8,-1,3,-28,-4,14,1,2
CCN(CCCNC(=O)CCn1c(=O)[nH]c2ccccc2c1=O)c1ccccc1,-1.4,101,-2.1,-5,4,13,-1,-4,2,5
C[C@H]1CN([C@@H](C)CO)C(=O)c2cc(NC(=O)Nc3cccc4ccccc34)ccc2O[C@@H]1CN(C)Cc1ccc(-c2ccccc2)cc1,-1.0,99,-3.0,-5,-1,17,14,4,-9,-5
COc1cccc(OC)c1C(=O)Nc1ccc2nc(C)c(C)nc2c1,1.6,96,-4.0,0,3,19,-7,-2,-13,-2
CCOc1ccc(NC(=O)CC2C(=O)N(CC)C(=S)N2NC(=O)c2ccncc2)cc1 (centres undefined),-1.0,x,0.2,2,0,-1,-3,-5,-10,0
O=C(Nc1ccccc1C(=O)OCn1nnc2ccccc2c1=O)c1ccco1,2.2,98,-1.9,-3,2,12,-3,1,-1,-1
Cc1ccc(N2C(=O)c3ccc(C(=O)N4CCN(c5cccc(C)c5C)CC4)cc3C2=O)cc1,0.9,x,1.2,-2,-1,-6,0,2,3,-5
CCc1ccc2[nH]c(=O)c(CN(CCN3CCOCC3)C(=O)Nc3ccccc3F)cc2c1,-0.3,106,-1.9,x,1,11,-5,-1,-3,-1
COc1cc(Nc2ccccc2Cl)c([N+](=O)[O-])nc1[N+](=O)[O-],0.7,103,5.5,2,-1,-33,5,4,-4,-2
Cc1cc(SCC(=O)c2ccccc2)n2ncc(-c3ccccc3)c2n1,2.4,110,-3.4,-4,0,18,8,9,4,0
COc1ccc(CNC(=O)c2cc(S(=O)(=O)N3CCCCC3)ccc2Cl)cc1OC,1.0,93,0.0,-6,6,0,-5,-13,24,1
CCOCCCNC(=O)C1CCCN1C(=O)NC1CCCCC1 (centres undefined),-0.8,102,-2.6,-1,3,15,7,-3,20,-4
COc1ccc(C(=O)NCC(=O)N2CCN(c3ccc(Cl)cc3)CC2)cc1,-1.4,78,-0.9,-1,0,4,1,-5,2,-5
COc1ccc(S(=O)(=O)Nc2ccccc2C(N)=O)cc1OC,-2.4,103,x,0,-1,x,x,x,-6,-2
Cc1cc(C)c(S(=O)(=O)N2CCN(C(=O)c3ccc(-n4cncn4)c([N+](=O)[O-])c3)CC2)c(C)c1,0.4,97,1.9,0,0,-12,-6,-8,43,4
C/C(=N\NC(=O)COc1cc(C)cc(C)c1)c1cccc(NC(=O)C2CCC2)c1,0.3,111,0.5,-3,1,-3,1,5,-1,-3
O/N=C/c1cc(Br)cc(Br)c1OCc1ccccc1,-1.6,96,1.9,-9,-11,-12,-2,2,27,6
CCCNC(=O)N1CCN(c2nc(C(C)C)c3c(c2C#N)CC(C)(C)OC3)CC1,-0.4,104,0.1,-4,0,0,-8,0,-6,-4
COc1ccc(CCN(C)Cc2ccc(OCc3ccccc3)c(OC)c2)cc1OC,0.3,100,-1.8,x,-2,9,-3,-1,18,4
O=C1OCCN1C(=O)[C@H]1[C@H](c2ccc([N+](=O)[O-])cc2)C(c2ccccc2)=NN1c1ccc(Br)cc1,1.9,90,2.6,-4,-1,-13,-4,-7,4,0
CCOc1ccc2nc(N(CCCN(C)C)C(=O)c3ccc4c(c3)CCCC4)sc2c1,-0.6,119,5.5,-1,-5,-22,4,-8,11,5
CC(NC(=O)C1CCCN(S(=O)(=O)c2cccs2)C1)c1ccccc1 (centres undefined),0.2,109,-1.9,-1,-3,11,8,-4,9,-3
COc1ccccc1NC(=O)Nc1ccnn1Cc1cccs1,-0.9,94,-1.0,x,-3,6,-5,5,22,0
O=[N+]([O-])c1ccc(CN2CCN(c3ccc([N+](=O)[O-])cc3)CC2)cc1,1.3,x,0.0,-3,2,0,-7,-5,-3,-2
O=C(c1ccc([N+](=O)[O-])cc1[N+](=O)[O-])n1cnc2ccccc21,0.5,79*,11,-1,6,-56,21,-8,38,1
O=C(O)c1cn(-c2ccc(F)cc2)c2cc(Cl)c(F)cc2c1=O,0.5,116,-3.5,-1,1,17,3,4,0,0
Cc1ccc(C2C(C#N)=C(N)Oc3n[nH]c(-c4cccnc4)c32)o1 (centres undefined),0.0,82,-0.2,0,-1,1,9,-15,14,-4
CN(C)c1ccc(/C=N/NC(=O)CN(c2cccc(Cl)c2)S(C)(=O)=O)cc1Br,-0.2,113,5.5,x,2,-25,-3,4,8,0
CCOC(=O)N1CCC(=NNC(=O)COc2ccc(C#N)cc2)CC1,-0.5,100,-2.2,-1,0,12,0,-1,2,-3
CCc1cc2c(=O)c(-c3nc4ccccc4n3C)coc2c(CN2CCCCC2C)c1O (centres undefined),0.7,103,-1.4,-1,3,7,-8,-5,8,1
CCOC(=O)N1CCN(CC(=O)Nc2cc(C)nn2-c2nc3ccccc3s2)CC1,-2.0,99,-0.8,1,3,4,4,-3,7,2
Cn1ccnc1SCC(=O)Nc1ccc(Cl)cn1,0.4,96,-0.9,-5,-3,4,-1,-15,6,0
CCOC(=O)c1cc(C#N)c(SC)nc1-c1ccccc1,0.7,x,0.5,-3,-1,-2,-5,-8,5,-4
COC(=O)c1ccccc1Sc1ncnc2onc(C)c12,0.4,104,0.3,-3,0,-2,3,-5,40,-12
Nc1c(N2CCCCC2)c(=O)[nH]c(=O)n1-c1ccccc1,1.0,102,-2.4,-5,1,12,2,-3,-4,-4
COC(=O)c1c(NC(=O)C2(C)Cc3ccccc3C(=O)O2)sc2c1CCCC2 (centres undefined),-0.4,90,1.8,x,2,-11,-1,-9,-1,0
CCCCC(Sc1nc(N)c(NC(=O)c2ccco2)c(=O)[nH]1)C(=O)O (centres undefined),3.4,97,-1.2,0,-1,8,1,-3,8,-5
COc1ccc(CN(CC(=O)NCc2ccccc2)C(=O)c2csnn2)cc1,-3.6,101,-1.1,-3,-1,6,1,-10,-6,-5
O=C(CC(c1ccccc1)c1ccccc1)NCC(O)c1ccc([N+](=O)[O-])cc1 (centres undefined),-0.2,106,2.4,-4,x,-17,2,4,18,-3
COc1ccc(C2C(C#N)=C(N)N(c3sc4c(c3C#N)CCCC4)C3=C2C(=O)CC(C)(C)C3)cc1 (centres undefined),-1.3,96,88*,x,1,i,8,-3,22,-5
Cc1cccc(N2CCN(C(=O)CCC(=O)N3CC(C)Oc4ccc(C)cc43)CC2C)c1 (centres undefined),-1.6,98,3.3,-4,1,-19,-1,-2,4,2
CCOC(=O)C1CCN(C(=O)CNC(=O)c2nn(-c3ccc(OC)c(OC)c3)c(=O)c3ccccc23)CC1,0.7,x,-0.2,3,-2,2,-3,-12,3,4
CCOC(=O)c1[nH]c2cc3c(cc2c1NC(=O)CN1CCc2ccccc2C1)OCO3,-0.1,80,3.9,x,0,-21,9,-6,5,-4
O=C(NC(=S)Nc1ccccc1[N+](=O)[O-])c1ccccc1Cl,-0.3,92,-1.2,18,1,6,-3,-1,6,-3
COc1ccccc1C(=O)Nc1nnc(S(=O)(=O)N2CCCCCC2)s1,-0.3,103,-0.3,-2,5,2,5,-3,11,0
Cc1ccc(NC(=O)c2ncn(CCCN3CCN(c4ncccn4)CC3)n2)cc1C,0.5,100,-4.1,2,-2,19,5,-5,8,3
CCC(NS(=O)(=O)c1cnn(CC)c1)c1ccccc1 (centres undefined),0.3,100,-2.0,-2,-1,10,2,-1,-3,-2
COc1ccc(NC(=O)c2cc(-c3ccccc3)nc3c2cnn3C(C)C)cc1,-0.9,x,6.0,4,-2,-25,4,-4,6,-2
Cc1ccc(C)c(C(=O)CSc2n[nH]c(-c3ccncc3)n2)c1,1.0,103,-1.7,-4,5,9,-4,-2,4,-3

# More compounds
SMILES,LANA DNA inh,DSG3 Ab inh,OPRM1-OPRD1 ag,Wnt bcat act,V-ATPase pHluor,MOR-DOR inv ag,RTF Ca sens act,Cardiac RTF inh,Arrestin-AP2 inh,Keap1 Nrf2 FP
CCOC(=O)/C(C)=N/Nc1nc(-c2ccc(NC(C)=O)cc2)cs1,x,110,x,13,3,x,x,x,-8,x
CN(C)CCCN(C(=O)/C=C/c1cccs1)c1nc2ccc(F)cc2s1,2.7,107,1.5,u,1,-8,2,2,10,-1
O=C(Nc1cccc(S(=O)(=O)Nc2ccccc2Cl)c1)c1ccc(Cl)nc1,-1.2,96,-0.2,-4,2,1,3,-64,5,-3
N#Cc1nc(N2CCCCC2)nc(N2CCOCC2)n1,1.8,99,3.2,x,-2,-18,2,-11,-1,-9
NC(=O)c1cccc2c3c([nH]c12)CCCC3,1.6,103,-0.7,x,0,4,3,4,11,2
O=C(CN1C(=O)NC2(CCc3ccccc3C2)C1=O)NCC(F)(F)F (centres undefined),-0.8,94,-3.3,2,-1,15,-4,0,-3,-5
CN(CC(=O)NCc1ccncc1)S(=O)(=O)c1ccc2ccccc2c1,-0.9,96,0.7,-9,-2,-4,8,-7,-4,0
CCOc1ccc(-c2cccc(NS(=O)(=O)c3ccc([N+](=O)[O-])cc3)c2)nn1,0.4,107,4.9,-4,-2,-31,1,-2,-4,-2
COCCCn1c(=S)[nH]c(C)c(C)c1=O,-2.3,109,-0.8,1,2,4,1,2,-11,-2
CC(=O)NS(=O)(=O)c1ccccc1,-1.6,86,-2.1,-1,-3,12,0,-7,2,-6
CCCC#CCN1CCN(C23CC4CC(CC(C4)C2)C3)CC1,-0.2,92,-0.1,0,-4,1,1,-8,-7,-3
CSc1nc(-c2ccco2)nn1C(=O)CCc1ccccc1,0.3,106,-2.6,x,2,12,2,-1,-19,-2
O=c1[nH]c2ccc(Cl)cc2[nH]1,-0.5,95,-1.1,-3,-4,6,-2,-3,26,-3
Cc1cc2c([nH]c3ccccc32)c2c1OC(C)(C)C=C2,0.2,103,10,1,1,-51,8,-6,2,-1
COc1ccccc1CNC(=O)COc1ccc(Br)c(C)c1,3.5,122,4.1,-3,0,-20,0,-9,-2,1
O=C(Cn1nc(C(F)(F)F)c2c1CCCC2)Nc1ccc2c(c1)OCO2,-0.3,92,1.8,-7,5,-9,-4,-13,1,-2
COc1ccc2nc(SCC(=O)c3ccco3)[nH]c2c1,0.1,87,-1.0,33*,-2,6,-3,-2,12,-5
CC(C)N1CCC(N2CCN(C3CCCCC3)CC2CCO)CC1 (centres undefined),0.5,105,2.2,0,8,-11,2,-1,20,1
Brc1ccc2oc(-c3ccn[nH]3)cc2c1,x,111,x,u,1,x,x,x,-9,x
